# Screening data as filed in PubChem.
# WRN helicase inh = qHTS for Inhibitors of WRN Helicase | actives 0.46% (n = 360,000) | AID 651768, 2012 | WRN helicase unwinding, fluorescent forked duplex, kinetic | Potency, µM (doses to about 114 µM), for inactives: at the highest dose activity change, negative = inhibition, actives largely listed as inhibitors; note: potency is the fitted concentration of half-maximal effect; % is set by controls: 0 for no effect and ±100 for the full control effect; nearly all actives have a fitted effect of over 55% in size
# Target sequence (Q14191 whole entry, looked up): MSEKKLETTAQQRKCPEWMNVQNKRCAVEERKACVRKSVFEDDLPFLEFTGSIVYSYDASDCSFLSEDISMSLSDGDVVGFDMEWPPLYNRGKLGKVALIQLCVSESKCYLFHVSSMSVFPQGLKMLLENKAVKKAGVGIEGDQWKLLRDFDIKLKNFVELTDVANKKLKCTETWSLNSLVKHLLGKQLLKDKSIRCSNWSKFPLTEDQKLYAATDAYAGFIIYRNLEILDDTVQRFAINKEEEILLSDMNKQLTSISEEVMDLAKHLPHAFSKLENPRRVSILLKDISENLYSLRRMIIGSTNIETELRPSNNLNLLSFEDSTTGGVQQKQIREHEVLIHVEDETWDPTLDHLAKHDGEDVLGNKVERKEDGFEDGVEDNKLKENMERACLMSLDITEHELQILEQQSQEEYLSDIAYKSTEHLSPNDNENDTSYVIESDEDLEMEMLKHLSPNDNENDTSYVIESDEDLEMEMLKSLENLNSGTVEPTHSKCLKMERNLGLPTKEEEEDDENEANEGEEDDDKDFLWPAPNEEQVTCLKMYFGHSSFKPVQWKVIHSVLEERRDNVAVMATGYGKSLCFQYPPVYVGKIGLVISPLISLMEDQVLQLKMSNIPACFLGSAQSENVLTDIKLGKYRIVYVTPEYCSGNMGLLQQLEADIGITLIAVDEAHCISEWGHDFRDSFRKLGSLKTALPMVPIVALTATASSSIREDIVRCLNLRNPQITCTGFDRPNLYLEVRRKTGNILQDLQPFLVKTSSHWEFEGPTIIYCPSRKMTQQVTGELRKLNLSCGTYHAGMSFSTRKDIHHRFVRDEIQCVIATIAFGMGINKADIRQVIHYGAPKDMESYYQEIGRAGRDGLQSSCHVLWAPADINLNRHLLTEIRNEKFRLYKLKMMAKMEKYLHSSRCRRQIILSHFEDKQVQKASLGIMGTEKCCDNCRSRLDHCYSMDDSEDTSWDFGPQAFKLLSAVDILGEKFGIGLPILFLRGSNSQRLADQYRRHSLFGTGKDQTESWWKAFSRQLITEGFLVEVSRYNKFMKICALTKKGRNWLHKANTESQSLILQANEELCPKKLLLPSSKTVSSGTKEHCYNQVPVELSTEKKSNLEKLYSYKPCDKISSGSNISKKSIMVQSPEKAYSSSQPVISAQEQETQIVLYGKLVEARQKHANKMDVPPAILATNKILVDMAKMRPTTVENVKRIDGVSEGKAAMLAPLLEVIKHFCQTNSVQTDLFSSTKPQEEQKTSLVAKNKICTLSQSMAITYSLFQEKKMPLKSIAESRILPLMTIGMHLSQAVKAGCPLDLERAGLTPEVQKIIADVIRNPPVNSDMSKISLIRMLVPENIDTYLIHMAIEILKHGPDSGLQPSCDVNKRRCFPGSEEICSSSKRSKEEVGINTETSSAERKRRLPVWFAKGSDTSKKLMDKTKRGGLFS
#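 Kinetic red-fluorescence monitoring (525/598 nm) tracks WRN helicase activity after 100 nM fluorophore-quencher forked duplex and 2 mM ATP are added to 20 nM enzyme pretreated 15 min at room temperature with compound.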
# KB-3-1 cytotox = qHTS assay for MDR1-selective chemotherapeutics: Primary screen using the parental adenocarcinoma cell KB-3-1; KB-3-1 viability, CellTiter-Glo ATP luminescence, 72 h; Potency, µM (highest dose often 46.1 µM), for the others: at the highest dose activity change, negative = cytotoxic, hits mostly cytotoxic; actives 1.4% (n = 400,000); AID 1347075, 2019; note: potency is the fitted concentration of half-maximal effect; % is set by controls: 0 for no effect and ±100 for the full control effect; nearly all actives have a fitted effect of over 60% in size
#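 72 h, 37 °C compound treatment of KB-3-1 parental cells; CellTiter-Glo added, 10 min, luminescence read. Data corrected against DMSO-only plates and normalized before curve fitting.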
# KB-V1 MDR tox = qHTS assay for MDR1-selective chemotherapeutics: Primary screen using the drug-selected MDR subline cells KB-V1. Potency, µM (titrated, usually from 46.1 µM), without a hit: at the highest dose activity change, negative = cytotoxicity, usual class: cytotoxic. KB-V1 MDR cells viability, CellTiter-Glo, 72 h. actives 3.4% (n = 400,000). AID 1347076, 2019; note: potency is the fitted concentration of half-maximal effect; % is set by controls: 0 for no effect and ±100 for the full control effect; nearly all actives have a fitted effect of over 60% in size
#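 Cytotoxicity via CellTiter-Glo luminescence after 72 h compound exposure at 37 degrees C. Cells: drug-selected KB-V1 line, DMEM phenol-red free plus 10% FBS. Compounds tested at multiple concentrations; normalized data fitted to concentration-effect curves.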
# MCF10A rereplic = A quantitative high throughput screen for small molecules that induce DNA re-replication in MCF 10a normal breast cells; MCF 10A DNA re-replication, Hoechst nuclear intensity, 48 h; Potency, µM (titrated, usually from 46.1 µM), for the others: at the highest dose activity, positive = re-replication, most hits filed as activators; actives 2.9% (n = 350,000); note: potency is the fitted concentration of half-maximal effect; % of control where 0% means no effect; nearly all actives have a fitted effect of over 50% in size
# HT1080 IDH1KD tx = qHTS for induction of synthetic lethality in tumor cells producing 2HG: qHTS for the HT-1080-IDH1KD cell line; actives 2% (n = 360,000); Potency, µM (highest dose often 46.1 µM), for the others: at the highest dose activity, negative = toxicity, most hits filed as cytotoxic; HT-1080 IDH1 knockdown viability, ATP luminescence, 48 h;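 note: potency is the fitted concentration of half-maximal effect; 0% = DMSO wells and -100% = cell-free medium wells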
#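 Viability of IDH1-knockdown HT-1080 fibrosarcoma cells was assessed by CellTiter-Glo after 48 h at 37 °C with titrated compound; concentration-effect curves were classified by fit quality and response size.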
# IL-1B inflam inh = qHTS for Inhibitors of Inflammasome Signaling: IL-1-beta AlphaLISA Primary Screen | actives 4.7% (n = 360,000) | activity change, % at 57.5 µM | THP-1 LPS/ATP IL-1B secretion, AlphaLISA, 16 h; hits give low values; in the data active = activity change below about -50%; inconclusive = mostly about -30% to -49%; note: % is set by controls: 0 for no effect and ±100 for the full control effect
#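 THP-1 cells pretreated 1 hr with compounds (up to 57.5 uM final), then stimulated with LPS (250 ng/mL final) plus ATP (1.25 mM final); secreted IL-1B measured by AlphaLISA after 16 hr, decreased signal indicating inhibition.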
# SW480 rerep = A quantitative high throughput screen for small molecules that induce DNA re-replication in SW480 colon adenocarcinoma cells; SW480 DNA re-replication, Hoechst DNA content imaging, 48 h; Potency, µM (titrated, usually from 46.1 µM), for the others: at the highest dose re-replication activation, usual class: activators; AID 624297, 2012; actives 1.8% (n = 340,000); note: potency is the fitted concentration of half-maximal effect; % of control where 0% means no effect; nearly all actives have a fitted effect of over 55% in size
#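 250 cells/well; 23 nL cpd via pin tool; 48 hr, 37 C, 5% CO2; Hoechst 40 min; imager read of total nuclear intensity, ex 405/em 500-530 nm.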
# ATXN2 expr inh = Primary qHTS for Inhibitors of ATXN expression; HEK-293 ATXN2-luciferase reporter, luminescence, 24 h; Potency, µM (titrated, usually from 57 µM), for the others: at the top dose activity change, negative = inhibition, actives largely listed as inhibitors; actives 0.72% (n = 360,000); note: potency is the fitted concentration of half-maximal effect; % is set by controls: 0 for no effect and ±100 for the full control effect; nearly all actives have a fitted effect of over 55% in size
#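 ATXN2-luciferase reporter cells (luciferase flanked by upstream and downstream ATXN2 gene portions) were treated 24 h at 37 °C with compounds at up to 57 uM. SteadyGlo luminescence gave expression; GF-AFC fluorescence gave viability.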
# HT1080-NT tox = qHTS for induction of synthetic lethality in tumor cells producing 2HG: qHTS for the HT-1080-NT fibrosarcoma cell line | HT-1080-NT fibrosarcoma viability, CellTiter-Glo ATP luminescence, 48 h | Potency, µM (top dose mostly 46.1 µM), inactives show top-dose activity, negative = less viability, most hits filed as cytotoxic | actives 1.6% (n = 360,000);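 note: NT is the 2HG producing partner of a matched IDH1 knockdown line; potency is the fitted concentration of half-maximal effect; 0% = DMSO-treated cells and -100% = media-only wells without cells; nearly all actives have a fitted effect of over 55% in size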
#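 Viability by CellTiter-Glo luminescence after 48 h compound exposure at 37C of HT-1080-NT cells (750/well, RPMI, 5% FBS). % activity scaled between DMSO wells and medium-only wells, then curve-fitted and categorized by curve class.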
# * = called active by the depositor; i = inactive; ? = inconclusive; . = not tested or not shown; & = joins results of further samples; [ ] = remark or other dose. Unless noted, calls come from the whole dose curve; as a rule, active = well fitted curve in the direction sought with a large enough effect; inconclusive = small, poorly fitted or top-dose-only effect, or another doubt; inactive = no such curve, though single readings can be large; an effect the other way counts as inactive or inconclusive.
SMILES	WRN helicase inh	KB-3-1 cytotox	KB-V1 MDR tox	MCF10A rereplic	HT1080 IDH1KD tx	IL-1B inflam inh	SW480 rerep	ATXN2 expr inh	HT1080-NT tox
Cc1ccc(C[n+]2cc(-c3ccc(Cl)cc3)n3c2CCC3)cc1	5%	6.5µM*	?	11%	-19%	-92*	2%	-16%	-23%
CCNC(=O)c1cccc(NC(=O)c2cc(C3CC3)nc3c2cnn3C(C)C)c1	-1%	?	0%	-7%	-7%	-19	-7%	-16%	-13%
COc1ccccc1CNC(=O)CCc1nc2ccccc2c(=O)[nH]1	4%	8%	2%	4%	9%	12	-6%	3%	-1%
COc1ccc(C2CC2/C(=N/O)c2ccccn2)cc1 (stereo not given)	-2%	-25%	-8%	44%	-5%	2	?	-15%	-16%
CCOC(=O)c1c(NC(=O)COC(=O)Cc2n[nH]c(=O)c3ccccc23)sc(C(=O)N(C)C)c1C	-3%	2%	14%	5%	5%	-6	?	10%	1%
O=C(O)c1ccc(CSc2nnc(-c3cccnc3)n2-c2ccc(Br)cc2)cc1	1%	20%	27%	-4%	26%	?	161%	1%	6%
O=C1CCN(Cc2ccccc2)CCN1CCSc1ccccc1	1%	23%&7%	?	-10%	13%	6	3%	52%[activator]	7%
CCOc1ccccc1NC1=C(Cl)C(=O)N(Cc2ccccc2)C1=O	-7%	?	-3%	?	?	-5	10%	-19%	?
C=CCC(CC)C(=O)NC(=O)N1CCCc2ccccc21 (stereo not given)	12%	11%	-8%	7%	10%	8	5%	45%[activator]	9%
COc1ccc(NC(=O)C(NC(C)=O)C(=O)Nc2ccc(F)cc2)cc1 (stereo not given)	-6%	-1%	4%	0%	8%	8	-4%	.	6%
CN(C)C(=O)c1ccc(N=Nc2c(O)c3ccccc3[nH]c2=O)cc1	1%	-7%	?	12%	6.5µM*	-22	?	-34%	5.8µM*
CN(C)C(=O)c1c([N+](=O)[O-])ncn1C	-6%	7%	?	-2%	7%	7	-1%	-3%	-1%
COc1cc(CN2CCCN(C)CC2)cc([N+](=O)[O-])c1O	-20%	17%	?	-9%	29%	12	-1%	-4%	25%
CN(C(=O)CC1C(=O)NCCN1Cc1ccccc1F)C1CCOCC1 (stereo not given)	-25%	.	.	-1%	0%	-3	-4%	-5%	-1%
CCCS(=O)(=O)N1CCCC(C(=O)NCCN(CC)c2ccccc2)C1 (stereo not given)	-4%	-8%	0%	1%	8%	-15	-6%	-13%	7%
N#CCCn1cc(C(CC(=O)c2ccc(Br)cc2)C(=O)O)c2ccccc21 (stereo not given)	-6%	6%	0%	10%	2%	12	-9%	2%	7%
O=C(c1ccc([N+](=O)[O-])o1)N1CCCCCC1	0%	-11%	1%	3%	-5%	-1	?	-7%	2%
Cc1cccc(C)c1NC(=O)CN(C1CCCCC1)S(C)(=O)=O	13%	-2%	-9%	3%	16%	0	0%	-12%	-5%
COCC(C)n1c(C)cc(C(=O)COC(=O)c2ccc3ncsc3c2)c1C (stereo not given)	0%	7%	-8%	20%	2%	-27	-1%[9.22 µM]	15%	5%
CCOC(=O)N1CCN(S(=O)(=O)c2ccc3c(c2)CCN3C(=O)C2CC2)CC1	-2%	-14%	-23%	15%	0%	1	1%	-9%	-2%
CCCn1nc(C(=O)NNC(=O)c2cccc(S(=O)(=O)NC(C)C)c2)c2ccccc2c1=O	-13%	24%	-1%	4%	?	i	-23%	-6%	12%
COCCn1c(C)cc(C(=O)CSc2ncn[nH]2)c1C	-4%	-10%	-4%	3%	-1%	18	-1%	26%	2%
N#Cc1ccsc1NC(=O)CSc1ncn[nH]1	1%	4%	-3%	-2%	2%	9	-6%	25%	0%
COc1c(C)cc(Br)cc1C(=O)Nc1ccc(C)cc1[N+](=O)[O-]	1%	-5%	0%	0%	-2%	-6	-6%	-7%	6%
O=C(Nc1ccccc1N1CCOCC1)C1=NN(c2ccccc2)C(=O)CC1	-19%	?	?	?	-21%	-21	?	-4%	?
O=C(O)/C=C/C(=O)Nc1ccc(OC(F)(F)F)cc1Br	1%	0%	20%	5%	-5%	-18	-4%	-10%	-7%
COc1ccc(N(Cc2cc3cccc(C)c3[nH]c2=O)S(=O)(=O)c2ccc(Cl)cc2)cc1	0%	-3%	-3%	-2%	2%	4	-17%	.	1%
CCc1ccc(CNC(=O)c2ccc(OC3CCN(C(C)=O)CC3)c(OC)c2)nc1	-15%	.	.	-1%	3%	6	-6%	6%	-8%
CC1=C(C(=O)OC2CCCCC2)C(c2ccc(C)o2)C2=C(CCCC2=O)N1 (stereo not given)	-11%	?	-35%	6%	-2%	-5	-2%	-13%	-4%
C[C@@H]1C=C(C(=O)NC2CC2)O[C@H](OCc2ccc(CO)cc2)C1	3%	1%	15%	7%	9%	34	-7%[9.22 µM]	28%	5%

# New compounds follow:
# Keys: A = WRN helicase inh; B = KB-3-1 cytotox; C = KB-V1 MDR tox; D = MCF10A rereplic; E = HT1080 IDH1KD tx; F = IL-1B inflam inh; G = SW480 rerep; H = ATXN2 expr inh; I = HT1080-NT tox
O=C1c2ccccc2S(=O)(=O)c2cc(-c3nn[nH]n3)ccc21
  A: -7%	B: 4%	C: 1%	D: .	E: 16%	F: -5	G: .	H: .	I: 2%
CCOc1ccc(N2C(=O)CC(N3CCN(c4ccccc4F)CC3)C2=O)cc1 (stereo not given)
  A: 1%	B: 2%	C: -1%	D: 1%	E: 6%	F: -1	G: -1%	H: 1%	I: 8%
Cc1ccc2c(c1)N(CC(=O)NCCCN1CCCCC1C)C(=O)c1cccnc1O2 (stereo not given)
  A: 3%	B: 1%&0%	C: 6%&18%	D: 7%	E: 2%	F: -19	G: -2%	H: -1%	I: 7%
O=C(C[C@H]1CC[C@H]2[C@@H](COC[C@@H](O)CN2S(=O)(=O)c2ccccc2)O1)N[C@@H]1CCN(Cc2ccccc2)C1
  A: -2%	B: 5%	C: -4%	D: .	E: 2%	F: -10	G: .	H: .	I: 0%
CCN(CC)S(=O)(=O)c1cccc(-c2n[nH]c(=S)n2Cc2ccccc2)c1
  A: -4%	B: 10%	C: 3%	D: -4%	E: 0%	F: 16	G: -27%	H: 32%	I: 1%
S=C(NCCc1ccccc1)NCC1CCCO1 (stereo not given)
  A: 4%	B: -12%	C: -28%	D: 0%	E: -1%	F: 13	G: ?	H: 33%[activator]	I: -1%
CC(=O)c1cccc(NC(=S)NC(=O)c2ccccc2)c1
  A: 3%	B: 2%	C: ?	D: -7%	E: 18%	F: -2	G: 2%	H: 25%	I: 22%
Cn1cccc1C(=O)OCC(=O)NCCCc1ccccc1
  A: -16%	B: -2%	C: -5%	D: 7%	E: 19%	F: -29	G: 10%	H: 12%	I: 6%
O=C(COC(=O)c1ccccc1)Nc1ncc([N+](=O)[O-])s1
  A: 3µM*	B: -16%	C: -1%	D: 1%	E: 1%	F: -4	G: -2%	H: 19%	I: 1%
COc1cccc(CN2C(=O)CCC2(C)C(=O)NC2CCCCC2)c1 (stereo not given)
  A: 2%	B: 4%	C: -6%	D: 19%	E: -2%	F: 16	G: -2%	H: 2%	I: 0%
